# Screening data as filed in PubChem.
# PhoP GFP inhibition = PhoP regulon inhibitors, Salmonella typhi PhoP promoter GFP reporter, confirmatory (AID 1850) | Salmonella Typhi PhoP-promoter GFP reporter, fluorescence, 4 h; higher % means a stronger effect | inhibition, % at 50 µM; hits with a dose series show IC50 in µM | 310,000 compounds, 0.33% hits; in the data active = a potency from the dose series; inconclusive = inhibition mostly from about 25% at the one dose, without a potency; inactive = the rest, 99 in 100 with inhibition below about 19%;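 note: 0% = induced wells with vehicle and 100% = uninduced wells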
# M. tuberculosis HTS = M. tuberculosis growth inhibition, HTS (AID 449762); M. tuberculosis H37Rv growth inhibition, 7H9 media; higher % means a stronger effect; 330,000 compounds, 0.59% hits; one-dose inhibition, % at 25 µM; IC50 in µM for titrated hits; in the data active = a potency from the dose series; inconclusive = inhibition above about 70% without an active follow-up result;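 note: bacterial growth assessed after seven days of incubation; strong numbers were not always called active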
# inhibitors of VEEV = inhibitors of VEEV TC-83 cytopathic effect, confirmation, Vero cells (AID 588727). inhibition, % at 20 µM; hits with a dose series show IC50 in µM. 350,000 compounds, 0.13% hits. Vero cells, VEEV TC-83 cytopathic effect inhibition; higher % means a stronger effect; in the data active = a potency from the dose series; inconclusive = inhibition mostly from about 14% at the one dose, without a potency; inactive = the rest, 99 in 100 with inhibition below about 12%; note: strong numbers were not always called active
# tuberculosis growth = growth inhibition of non-replicating M. tuberculosis (AID 488890) | Mycobacterium tuberculosis non-replicating, growth inhibition; higher % means a stronger effect | inhibition, % at 25 µM, or IC50 in µM where a hit was titrated | 320,000 compounds, 0.39% hits; in the data active = a potency from the dose series; inconclusive = inhibition mostly from about 82% at the one dose, without a potency; inactive = the rest, 99 in 100 with inhibition below about 76%;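 note: plate controls were DMSO cells for no effect and high antibiotic wells for full effect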
# H1N1 NS1A inhibition = NS1A inhibition, H1N1 influenza, cell based functional assay (AID 504329) | NS1A functional cell-based assay, percent inhibition; higher % means a stronger effect | one-dose inhibition, % at 12.5 µM; IC50 in µM for titrated hits | 340,000 compounds, 0.3% hits; in the data active = a potency from the dose series; inconclusive = inhibition above about 27% without an active follow-up result; note: strong numbers were not always called active
# inhibitors of VEEV 10K pilot screen = second read-out of inhibitors of VEEV, no call of its own (marks repeat the call); inhibition, %; measured here: 10K pilot screen inhibition
# The depositor's hits bear a star; i = inactive; ? = inconclusive; · = no result given.
# Sample of the layout:
SMILES,PhoP GFP inhibition,M. tuberculosis HTS,inhibitors of VEEV,tuberculosis growth,H1N1 NS1A inhibition,others
CCc1ccccc1Oc1ccc(S(=O)(=O)N2CCN(C)CC2)cn1,13%,2%,1.3%,-12%,-1%,
O=C(CNC1CCCCC1)Nc1cccc(C(F)(F)F)c1,7%,-3%,i,34%,-7%,
NC(=S)N/N=C/c1ccc([N+](=O)[O-])cc1,-7%,43%,1.2%,?,7%,
O=C(N/N=C/c1ccccc1O)C(=O)N1CCCCCC1,-2%,-14%,8.6%,-5%,25%,
CCN(c1ccc(NC(=O)CCc2nc3sc4c(c3c(=O)[nH]2)CCCC4)cc1)C(C)C,-3%,3%,4.4%,17%,1%,
O=C(c1ccc(NC2=NC3CS(=O)(=O)CC3S2)cc1)N1CCc2ccccc2C1 (stereo unspecified),7%,2%,0.9%,·,23%,
CCOC(=O)C(C#N)=C1CCN(Cc2ccccc2)CC1,-3%,7%,0.2%,9%,-28%,
COc1ccc(-c2nc(NC(=O)CSc3nnc4ccccn34)ns2)cc1,3%,2%,·,30%,·,
CCC(=O)c1ccc(OCC(O)CN2CCN(S(=O)(=O)N3CCCCC3)CC2)cc1 (stereo unspecified),0%,0%,0.5%,12%,3%,
Cc1cc(C)cc(N(C(=O)CNS(=O)(=O)c2ccccc2)C(C(=O)NCc2ccccc2)c2ccc(C)o2)c1 (stereo unspecified),-10%,-2%,0.1%,24%,13%,
CCOC(=O)Cc1csc(N(C)C)n1,-23%,3%,0.5%,10%,-14%,
O=C(CNC(c1ccccc1)c1ccccc1)Nc1ccc(F)cc1,-4%,2%,8.3%,13%,1%,
Cn1ncc2c(c(SCc3ccc(Cl)cc3Cl)nn2C)c1=O,-1%,3%,0.8%,17%,10%,
COc1ccccc1NS(=O)(=O)c1ccc(C)c(C(=O)N2CCCC2)c1,·,6%,i,3%,8%,
Cc1c(Cl)cccc1NC(=O)CCC(=O)N/N=C/c1ccc[nH]1,5%,-4%,1.1%,15%,5%,
Cc1cc(Br)ccc1NC(=O)CN(C)C(=O)c1ccc2ccccc2n1,·,-10%,0.3%,5%,-11%,
CC(C)(C)C(=O)COC(=O)c1cccc(NC(=O)c2ccco2)c1,3%,?,0.7%,?,1%,
CCOCCCN(CC(=O)NC1CCCC1)C(=O)C(=O)Nc1ccc2c(c1)OCCO2,-11%,4%,0.4%,-6%,-12%,
Cc1cc(C)n2nc(SCC(=O)N(C)C)nc2n1,-9%,-11%,1.4%,-11%,0%,

# The whole of this part, repeating the preview:
SMILES,PhoP GFP inhibition,M. tuberculosis HTS,inhibitors of VEEV,tuberculosis growth,H1N1 NS1A inhibition,others
CCc1ccccc1Oc1ccc(S(=O)(=O)N2CCN(C)CC2)cn1,13%,2%,1.3%,-12%,-1%,
O=C(CNC1CCCCC1)Nc1cccc(C(F)(F)F)c1,7%,-3%,i,34%,-7%,
NC(=S)N/N=C/c1ccc([N+](=O)[O-])cc1,-7%,43%,1.2%,?,7%,
O=C(N/N=C/c1ccccc1O)C(=O)N1CCCCCC1,-2%,-14%,8.6%,-5%,25%,
CCN(c1ccc(NC(=O)CCc2nc3sc4c(c3c(=O)[nH]2)CCCC4)cc1)C(C)C,-3%,3%,4.4%,17%,1%,
O=C(c1ccc(NC2=NC3CS(=O)(=O)CC3S2)cc1)N1CCc2ccccc2C1 (stereo unspecified),7%,2%,0.9%,·,23%,
CCOC(=O)C(C#N)=C1CCN(Cc2ccccc2)CC1,-3%,7%,0.2%,9%,-28%,
COc1ccc(-c2nc(NC(=O)CSc3nnc4ccccn34)ns2)cc1,3%,2%,·,30%,·,
CCC(=O)c1ccc(OCC(O)CN2CCN(S(=O)(=O)N3CCCCC3)CC2)cc1 (stereo unspecified),0%,0%,0.5%,12%,3%,
Cc1cc(C)cc(N(C(=O)CNS(=O)(=O)c2ccccc2)C(C(=O)NCc2ccccc2)c2ccc(C)o2)c1 (stereo unspecified),-10%,-2%,0.1%,24%,13%,
CCOC(=O)Cc1csc(N(C)C)n1,-23%,3%,0.5%,10%,-14%,
O=C(CNC(c1ccccc1)c1ccccc1)Nc1ccc(F)cc1,-4%,2%,8.3%,13%,1%,
Cn1ncc2c(c(SCc3ccc(Cl)cc3Cl)nn2C)c1=O,-1%,3%,0.8%,17%,10%,
COc1ccccc1NS(=O)(=O)c1ccc(C)c(C(=O)N2CCCC2)c1,·,6%,i,3%,8%,
Cc1c(Cl)cccc1NC(=O)CCC(=O)N/N=C/c1ccc[nH]1,5%,-4%,1.1%,15%,5%,
Cc1cc(Br)ccc1NC(=O)CN(C)C(=O)c1ccc2ccccc2n1,·,-10%,0.3%,5%,-11%,
CC(C)(C)C(=O)COC(=O)c1cccc(NC(=O)c2ccco2)c1,3%,?,0.7%,?,1%,
CCOCCCN(CC(=O)NC1CCCC1)C(=O)C(=O)Nc1ccc2c(c1)OCCO2,-11%,4%,0.4%,-6%,-12%,
Cc1cc(C)n2nc(SCC(=O)N(C)C)nc2n1,-9%,-11%,1.4%,-11%,0%,
C=CCn1c(CCCOc2ccc(Cl)cc2Cl)nnc1SCC(=O)Nc1nccs1,6%,-7%,0.1%,0%,1%,
CCCCOc1ccc(-c2ncc(N)cn2)cc1,3%,6%,0.9%,23%,-6%,
CN(C)c1ccc(S(=O)(=O)N2CCCCC2)cc1NC(=O)COc1ccccc1F,9%,1%,0.4%,-3%,2%,
CCCCCCn1c(COc2ccccc2F)nnc1SCC(=O)N1c2ccccc2NC(=O)C1(C)C,1%,6%,i,39%,1%,
Cc1sc2ncn(CC(=O)NCCCC(=O)NCc3ccc(F)cc3)c(=O)c2c1C,12%,6%,1.1%,7%,-5%,
Cc1csc(=O)n1CC(=O)OCC(=O)Nc1ccc(C(N)=O)cc1,·,-12%,1.5%,-14%,-1%,
SMILES,PhoP GFP inhibition,M. tuberculosis HTS,inhibitors of VEEV,tuberculosis growth,H1N1 NS1A inhibition,others
N#CCCN(C(=O)c1ccc2c(=O)n3c(nc2c1)CCCCC3)c1ccccc1,-4%,6%,1.3%,-3%,-3%,
CCOC(=O)c1c(C)[nH]c(N=Nc2ccc(C)cc2C)c1C,2%,1%,i,38%,9%,
CCc1ccccc1NC(=O)CCc1nc(-c2ccc(C)cc2)no1,-9%,-4%,7.4%,30%,-1%,
Cc1cn([C@H]2C[C@H](O)[C@@H](COS(=O)(=O)O)O2)c(=O)[nH]c1=O,·,-2%,i,4%,14%,
Cc1ccc(N=Cc2cccc(O)c2O)c(C)c1,12%,?,0.5%,?,0%,
CC(=O)NCCn1c(SCC(=O)NCCc2ccc(S(N)(=O)=O)cc2)nc2ccccc2c1=O,0%,-1%,1.2%,1%,-3%,
C=CCn1c(-c2ccoc2)n[nH]c1=S,-2%,-5%,2.0%,-1%,-4%,
O=C(NNC(=S)NC1CC2CCC1C2)c1ccc(Cl)cc1 (stereo unspecified),3%,3%,1.9%,70%,1%,
Cc1ccc(NC(=O)CN2CCOCC2)cc1S(=O)(=O)N1CCCCC1,·,-1%,1.7%,-4%,-26%,
O=S1(=O)[C@H]2C[C@@H]3C=C[C@@]2(CN1Cc1cccc(C(F)(F)F)c1)O3,11%,-1%,1.6%,1%,4%,
CCOc1ccc(-n2nnnc2SCC(=O)c2ccccc2)cc1,-5%,6%,i,11%,-12%,
CCC(C(=O)Nc1ncn[nH]1)(C(F)(F)F)C(F)(F)F,-1%,-16%,2.3%,6%,-3%,
CSc1ncnc2ncn(C)c12,·,·,0.6%,·,1%,
CCCN1C2CCCC1CC(NC(=O)c1cccc(OC)c1)C2 (stereo unspecified),4%,19%,0.0%,-11%,-2%,
Cc1cc(C)c(NC(=O)CS)c(Cl)c1,1%,8%,2.1%,2%,6%,
CC1CCCCC1NC(=O)CSc1nncn1N (stereo unspecified),2%,1%,1.4%,-12%,-4%,
COC(=O)C1=CN(Cc2ccccc2)C=C(C(=O)OC)C1c1ccc(O)c(OC)c1,6%,4%,1.3%,22%,0%,
CC(C)CC1(C)NC(=O)N(CC(=O)Nc2cccc(S(=O)(=O)N(C)c3ccccc3)c2)C1=O (stereo unspecified),5%,9%,5.8%,-4%,-3%,
COc1ccccc1OCC(=O)Nc1cccc(C(=O)N2CCOCC2)c1,-9%,-5%,0.9%,-5%,13%,
CC(NC(=O)C(=O)NCCCn1ccnc1)c1ccccc1 (stereo unspecified),1%,-4%,1.0%,0%,-2%,
CCOc1cc(/C=N/NC(=O)c2cccnc2)ccc1OCc1ccc(C(=O)OC)o1,-1%,3%,0.2%,8%,2%,
N#CC1=C2SCC(O)(c3ccccc3)N2C(=O)CC1c1ccccc1 (stereo unspecified),17%,-2%,9.6%,23%,2%,
NC(=O)COC(=O)[C@H](Cc1c[nH]c2ccccc12)NC(=O)c1ccc(F)cc1,10%,1%,2.3%,-8%,2%,
CC1(C)CC(=O)C2=C(C1)Nc1ccccc1[S@]2=O,-1%,1%,5.5%,7%,-6%,
CCOC(=O)c1ccc(NC(=S)N(CCCN2CCCC2)Cc2ccco2)cc1,-5%,-10%,0.6%,-6%,-3%,inhibitors of VEEV 10K pilot screen=0.0

# Reprinted at random: 2 entries already listed.
SMILES,PhoP GFP inhibition,M. tuberculosis HTS,inhibitors of VEEV,tuberculosis growth,H1N1 NS1A inhibition,others
NC(=O)COC(=O)[C@H](Cc1c[nH]c2ccccc12)NC(=O)c1ccc(F)cc1,10%,1%,2.3%,-8%,2%,
Cc1ccc(N=Cc2cccc(O)c2O)c(C)c1,12%,?,0.5%,?,0%,

# Back to the main list, starting two compounds before the break.
SMILES,PhoP GFP inhibition,M. tuberculosis HTS,inhibitors of VEEV,tuberculosis growth,H1N1 NS1A inhibition,others
CC1(C)CC(=O)C2=C(C1)Nc1ccccc1[S@]2=O,-1%,1%,5.5%,7%,-6%,
CCOC(=O)c1ccc(NC(=S)N(CCCN2CCCC2)Cc2ccco2)cc1,-5%,-10%,0.6%,-6%,-3%,inhibitors of VEEV 10K pilot screen=0.0
CCc1cc(SC#N)ccc1N,-17%,4%,4.3%,14%,-3%,
CC/C(Cc1ccccc1)=N/NC(=O)c1cccc(Br)c1,-12%,-3%,1.5%,35%,-3%,
COc1cc(/C=N/n2c(-c3cc(C)[nH]n3)n[nH]c2=S)cc(OC)c1OC,4%,-2%,1.9%,-21%,-12%,
Cc1ccc(N2CC(C(=O)NCCc3ccc(S(N)(=O)=O)cc3)CC2=O)cc1 (stereo unspecified),-16%,4%,1.6%,2%,3%,
O=C(CCCN1C(=O)C2CC=CCC2C1=O)Nc1cccc(F)c1 (stereo unspecified),-8%,2%,3.2%,-1%,-7%,
O=C(CN1C(=O)COc2ccccc21)Nc1ccc2c(c1)OCCO2,0%,4%,i,5%,0%,
O=C(Cc1ccccc1[N+](=O)[O-])NCc1ccccc1Cl,1%,4%,0.8%,-14%,-4%,
Cc1nn(C(=O)c2ccco2)c(C)c1Sc1ccc(Br)cc1,-3%,4%,2.3%,-18%,2%,
CCOC(=O)c1[nH]c2ccc(OC)cc2c1NC(=O)NC(C)C,11%,-3%,1.1%,-3%,-2%,
O=C(Nc1ccc(Cc2ccncc2)cc1)c1cccs1,24%,10%,0.5%,7%,10%,
C=CCn1c(SCC(=O)NC(N)=O)nnc1-c1cc2c(s1)CCC(CC)C2 (stereo unspecified),-2%,·,1.4%,44%,14%,
O=C(Nc1cccc(S(=O)(=O)N2CCCC2)c1)c1ccco1,·,3%,1.2%,4%,3%,
O=C(O)CCc1ccc(-c2cccs2)n1NC(=O)c1ccc(Cl)cc1,7%,-8%,0.2%,14%,7%,
COc1ccc(-c2ccc(CCC(=O)O)n2-c2ccc(O)cc2)cc1,2%,3%,0.8%,28%,-1%,
CC(=O)c1c(C)[nH]c(C(=O)CN2C(=O)NC(C)(c3ccc4c(c3)OCO4)C2=O)c1C (stereo unspecified),2%,-6%,6.7%,10%,-7%,
CCn1cc(CN2CCC(n3nccc3NC(=O)c3ccc4c(c3)OCO4)CC2)c(C)n1,-4%,-1%,1.3%,-8%,1%,
Cc1ccc(NCc2nc3ccccc3n2CCOc2ccccc2)cc1,-3%,3%,i,58%,0%,
COc1ccc(-n2c(-c3cnccn3)n[nH]c2=S)cc1,0%,-1%,i,-6%,-1%,
Cc1nc(-c2ccc(C(=O)Nc3ccc(F)cc3)cc2)cs1,-1%,2%,0.4%,19%,-10%,
NC(=Nc1ccccc1)NC(=O)c1nc(Cl)c(N)nc1N,0%,4%,13%,2%,7%,
